From PubChem
Cav3 T inh = human Cav3.2 channel inhibition, primary screen; Cav3.2-expressing cells, Fluo-4 calcium fluorescence FDSS; stronger effect = lower value; O95180; B-score at 10 µM; 100,000 tested, 4% active;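 active = single-dose well whose peak fluorescence ratio is a statistical outlier from its plate by either plate-standardised score or position-corrected B-score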
Target sequence (O95180 whole entry, looked up): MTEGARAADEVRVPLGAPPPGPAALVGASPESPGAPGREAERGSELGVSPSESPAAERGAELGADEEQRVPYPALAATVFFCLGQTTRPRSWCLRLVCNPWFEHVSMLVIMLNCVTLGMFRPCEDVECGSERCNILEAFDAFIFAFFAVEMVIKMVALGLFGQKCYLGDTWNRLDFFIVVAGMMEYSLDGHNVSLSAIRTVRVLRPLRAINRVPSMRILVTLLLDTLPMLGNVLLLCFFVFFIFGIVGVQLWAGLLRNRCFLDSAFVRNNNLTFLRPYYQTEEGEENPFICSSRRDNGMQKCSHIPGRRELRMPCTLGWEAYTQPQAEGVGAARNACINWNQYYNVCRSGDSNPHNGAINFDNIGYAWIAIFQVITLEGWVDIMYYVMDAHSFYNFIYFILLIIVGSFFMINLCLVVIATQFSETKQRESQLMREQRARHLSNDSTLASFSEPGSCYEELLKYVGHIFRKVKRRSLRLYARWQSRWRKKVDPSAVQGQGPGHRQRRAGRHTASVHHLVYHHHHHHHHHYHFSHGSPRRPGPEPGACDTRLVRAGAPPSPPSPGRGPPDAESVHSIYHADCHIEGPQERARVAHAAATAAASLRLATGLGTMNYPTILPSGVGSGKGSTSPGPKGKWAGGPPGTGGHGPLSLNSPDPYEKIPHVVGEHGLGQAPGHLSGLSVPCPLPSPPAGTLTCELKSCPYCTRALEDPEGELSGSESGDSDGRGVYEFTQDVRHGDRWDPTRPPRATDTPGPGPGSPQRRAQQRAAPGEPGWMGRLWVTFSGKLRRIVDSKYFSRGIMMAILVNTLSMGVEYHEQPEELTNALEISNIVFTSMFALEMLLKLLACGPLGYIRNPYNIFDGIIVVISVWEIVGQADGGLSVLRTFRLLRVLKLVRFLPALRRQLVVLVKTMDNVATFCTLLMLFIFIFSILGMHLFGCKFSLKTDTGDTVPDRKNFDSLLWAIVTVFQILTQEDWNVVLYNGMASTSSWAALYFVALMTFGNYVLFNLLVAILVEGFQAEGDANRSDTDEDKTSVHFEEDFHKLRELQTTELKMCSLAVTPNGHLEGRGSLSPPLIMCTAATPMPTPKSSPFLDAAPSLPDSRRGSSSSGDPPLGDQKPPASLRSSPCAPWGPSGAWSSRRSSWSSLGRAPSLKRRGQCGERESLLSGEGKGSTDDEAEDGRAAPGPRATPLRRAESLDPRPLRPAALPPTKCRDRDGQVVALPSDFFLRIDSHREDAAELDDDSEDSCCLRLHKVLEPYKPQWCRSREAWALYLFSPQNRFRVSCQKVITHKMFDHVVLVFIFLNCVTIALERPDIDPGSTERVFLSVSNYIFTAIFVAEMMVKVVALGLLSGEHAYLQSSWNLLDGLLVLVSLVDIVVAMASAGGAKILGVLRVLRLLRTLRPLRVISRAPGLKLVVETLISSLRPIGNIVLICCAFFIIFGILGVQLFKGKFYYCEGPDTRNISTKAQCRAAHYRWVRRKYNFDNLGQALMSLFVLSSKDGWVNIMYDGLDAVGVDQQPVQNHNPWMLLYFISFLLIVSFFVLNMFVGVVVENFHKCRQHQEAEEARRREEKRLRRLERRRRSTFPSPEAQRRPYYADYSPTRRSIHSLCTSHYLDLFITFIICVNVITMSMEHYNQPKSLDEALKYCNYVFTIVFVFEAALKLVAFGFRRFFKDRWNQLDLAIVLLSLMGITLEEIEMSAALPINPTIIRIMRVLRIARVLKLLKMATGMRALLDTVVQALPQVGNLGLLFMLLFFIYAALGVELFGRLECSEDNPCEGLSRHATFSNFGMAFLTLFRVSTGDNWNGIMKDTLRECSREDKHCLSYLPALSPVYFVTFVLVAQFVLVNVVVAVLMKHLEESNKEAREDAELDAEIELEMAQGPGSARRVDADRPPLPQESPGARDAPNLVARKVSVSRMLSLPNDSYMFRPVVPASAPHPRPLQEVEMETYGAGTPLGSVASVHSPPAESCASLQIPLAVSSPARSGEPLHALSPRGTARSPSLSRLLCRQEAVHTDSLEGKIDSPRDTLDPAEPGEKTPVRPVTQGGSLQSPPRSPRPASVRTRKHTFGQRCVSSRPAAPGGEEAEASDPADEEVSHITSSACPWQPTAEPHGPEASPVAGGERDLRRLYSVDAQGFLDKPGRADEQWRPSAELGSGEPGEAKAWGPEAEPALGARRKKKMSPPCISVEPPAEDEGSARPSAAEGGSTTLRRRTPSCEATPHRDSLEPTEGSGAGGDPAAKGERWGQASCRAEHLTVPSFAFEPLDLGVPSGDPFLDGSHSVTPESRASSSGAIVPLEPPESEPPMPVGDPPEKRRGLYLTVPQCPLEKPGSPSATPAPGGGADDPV
Starred values were filed as active, the others as inactive; & = joins results of further samples. An excerpt, so the mix of outcomes need not match the whole.

Cav3 T inh,Structure
0.033,CN1CCN(C(=O)CN(Cc2ccccc2)S(C)(=O)=O)CC1
-1.9,Cc1cccc(NS(=O)(=O)c2cc(C(=O)N3CCc4ccccc4C3)ccc2Cl)c1C
-0.18,COc1ccccc1NC(=O)C(C/C=C(\C)Cl)C(C)=O (stereo not given)
-0.035,CN1C(=O)c2cccc(NC(=O)C3CCCCC3)c2C1=O
0.64,COCCNc1oc(-c2ccccc2Cl)nc1C#N
-0.65,CN(C)c1nccc(Nc2ccccc2)c1C#N
-0.24,Cn1nnnc1SCC(=O)Nc1ccccc1N1CCOCC1
-0.87,Cc1nc2ccc(NC(=O)c3ccc(Cl)c(NC(=O)c4cccs4)c3)cc2s1
-6*,Cc1ccc(C)c(CN2CCCN(C(=O)Cn3ncc4c3-c3ccccc3OC4)C2)c1
0.2,COc1cc(O)c(C(CCN2CCCCC2)c2cc(OC)c(OC)c(OC)c2)c(OC)c1 (stereo not given)
-3,CCC(C)Nc1ncnc2c1cnn2Cc1ccc(Cl)cc1 (stereo not given)
-0.049,O=c1cc(C23CC4CC(CC(C4)C2)C3)[nH][nH]1
-0.19,Cc1nc(SCC(=O)NC(C)c2ccccc2)c2oc3ccccc3c2n1 (stereo not given)
0.2,CCOC(=O)c1cnn(-c2ccccc2)c1N
0.4,CCCCCC(=O)N1CC2(CC(c3cccc(NC(=O)c4ccccc4)c3)=NO2)C[C@@H]1C(N)=O (stereo not given in full)
0.64,Cc1ccc(NS(=O)(=O)c2ccc(NC(=O)C3CCCO3)cc2)cc1 (stereo not given)
-0.27,Cn1c2c(c(=O)n(C)c1=O)C(NS(=O)(=O)c1ccccc1)(C(F)(F)F)C(=O)N2 (stereo not given)
-1.5,CCC(=O)c1ccc(OCC(O)CN2C(=O)NC(C)(C)C2=O)cc1 (stereo not given)
0.0099,Cc1ccc(N2CC(C(=O)NCc3ccc4c(c3)OCO4)CC2=O)cc1C (stereo not given)
-2,CCN(CC)c1ccc(C(=S)N2CCN(c3ccccc3)CC2)cc1
-6.2*,COc1ccc(C(CC(=O)Nc2ccc(F)cc2)c2ccccc2)cc1 (stereo not given)
-4,Cc1ccc(NCc2nnc(SCC(=O)N(Cc3ccccc3)C(C)(C)C)o2)c(C)c1
-2.7,CCCn1c(CC)nc([N+](=O)[O-])c1Sc1ccc(F)cc1
0.34,COc1cccc2cc(C(=O)NCc3ccccn3)c(=O)oc12
-3.8,O=C(Nc1ccc(S(=O)(=O)N2CCc3ccccc3C2)cc1)c1ccccc1
-0.59,COC(=O)c1c(NC(=O)C2CCCO2)sc2c1CCC2 (stereo not given)
0.79,CC(=O)Nc1nnc(SCC(=O)NCC2CCCO2)s1 (stereo not given)
0.077,CCOC(=O)Cc1csc(NC(=O)CSc2nnc(C(C)C)n2C)n1
0.94,CC(C)(C)NS(=O)(=O)c1ccc(NS(C)(=O)=O)cc1
0.25,CC(=O)Nc1ccc(S(=O)(=O)N(CCO)Cc2ccccc2)cc1
1.1,Cc1cc(C)nc(NS(=O)(=O)c2ccc(NC(=O)COc3ccccc3)cc2)n1
0.38,CCc1ccccc1NC(=O)C(Cc1cccc(OC)c1OC)c1nn[nH]n1 (stereo not given)
0.096,CCc1c(C(=O)NNC(=S)NCC(C)C)csc1C
0.39,Cc1nc(NCc2ccccc2)c(C(N)=O)c2c1COC(C)(C)C2
1.3,C=CCn1c(SCC(=O)c2cc(C)n(Cc3cccs3)c2C)nnc1-c1ccncc1
0.51,CCOC(=O)/C=C1\SCC(=O)N1CC(=O)NC1CCCCC1
0.078,CC1CCN(c2ccc(C(=O)O)cc2N)CC1
0.45,CCCCSC(=S)N(C)C1CCS(=O)(=O)C1 (stereo not given)
0.21,COc1cc(Nc2nc(SCC#N)nc3ccccc23)cc(OC)c1OC
0.1,CCCN1C(=O)C2(C(C(=O)c3ccc(C)o3)=C(O)C(=O)N2CCCN2CCOCC2)c2ccccc21 (stereo not given)
-0.34,O=C(ON=C1CCN(S(=O)(=O)c2ccccc2)CC1)c1ccc(F)cc1
-0.41,FC(F)(F)c1cc(C(F)(F)F)n2nc(-c3sccc3-n3cccc3)cc2n1
-3.9,Cc1cc(C)cc(Oc2ncnc3c2ncn3Cc2c(Cl)cccc2Cl)c1
-2.8,Cc1c(C(=O)Nc2ccccc2Cl)oc2ccc(S(=O)(=O)N3CCC4(CC3)OCCO4)cc12
-5.4*,Clc1cccc(-c2nnc(SCc3nc4ccccc4[nH]3)n2Cc2ccco2)c1
-1.9,COC(=O)C1(C(O)C(=O)c2ccc(C)cc2C)CCCCC1 (stereo not given)
0.89,CCNc1nc(NCC)n2c(SCc3nc4ccccc4c(=O)[nH]3)nnc2n1
-1.2,OCCSc1ncnc2c1oc1ccccc12
0.029,CCOc1ccc2[nH]cc(S(=O)(=O)c3ccc(F)cc3)c(=O)c2c1
-1.1,Nc1cc(N)cc(-c2nc3ccccc3o2)c1
-3.8*,O=C(c1cc2sccc2n1Cc1ccc(F)cc1)N1CCCc2ccccc21
0.44,CC(=O)c1cc(-c2ccccc2)n(CC(=O)N2CCC(C)CC2)c1C
-0.025,O=C(c1ccccc1NS(=O)(=O)c1ccc(F)cc1)N1CCCC1
0.45,CCOC(=O)c1cc(-c2ccc(C)cc2)n(CCC(=O)NCCN(C)C)c1C
-0.072,COc1cccc(C2CC(=O)N3CN(c4ccccc4F)CSC3=C2C#N)c1 (stereo not given)
-2,CC(C)C(c1nnnn1C1CCCC1)N(C)C1CCCCC1 (stereo not given)

(further entries)
Cav3 T inh,Structure
0.21,Cc1cccc(NC(=O)CC2CCC2)c1
-0.5,Cc1ccccc1OCCCCCNCCO
-3.4*,c1ccc(C(c2nnnn2Cc2ccco2)N2CCN(c3nc4ccccc4s3)CC2)cc1 (stereo not given)
0.064,O=C(NCc1ccco1)c1cc(-c2ccco2)on1
-0.046,Cc1nnc(SCc2cn3ccsc3n2)n(N)c1=O
-2.2,COC(=O)c1c(CSc2ccc(C)c(C)c2)noc1C(=O)NCc1ccc(OC)cc1
0.0064,O=C(CN(Cc1ccccc1Cl)C(=O)Cn1nnc(-c2cccs2)n1)NCC1CCCO1 (stereo not given)
0.0053,CCCCNC(=O)C1CC(=O)N(C2CCCC2)C1 (stereo not given)
-0.56,CC(Oc1ccc(F)cc1)C(=O)Nc1ccc2ccccc2c1 (stereo not given)
-0.95,CCc1cc2c(=O)n(-c3ccc(C)cc3)cnc2s1
-2.7,COCCNC(=O)CCc1ccc(S(=O)(=O)Nc2ccc(C)cc2)cc1
-3.6,CC(Sc1nc(-c2ccccc2)cc(C(F)(F)F)n1)C(=O)N1CCCCC1 (stereo not given)
-4.1*,Cc1ccc([N+](=O)[O-])cc1N=C(c1cccc(Br)c1)N1CCOCC1
-0.0031,COc1ccc(-c2cc(-c3ccc(F)cc3)nc(N3CCN(C)CC3)n2)cc1
-0.88,COc1ccc(NC(=O)N2CCCc3ccccc32)cc1
-0.0027,COC(=O)c1onc(C(=O)c2ccccc2)c1C(=O)OC
0.94,NCCCC[C@H]1CN=C(N)N1CC1CCCCC1
0.62,COc1ccc(C2C3=C(CC(C)(C)CC3=O)Nc3c2c(=O)[nH]c2nc(C)nn32)cc1 (stereo not given)
2.7,Cn1c(=N)c(S(=O)(=O)c2ccccc2)cc2c(=O)n3ccccc3nc21
0.08,CCCOc1cccc(C(=O)O)c1
-0.013,CCOc1ccc(NC(=O)CSC2=C(C#N)C(c3ccc4c(c3)OCO4)CC(=O)N2)cc1 (stereo not given)
-0.019,O=S(=O)(Nc1ccc(-c2csc(-c3ccccc3)n2)cc1)c1ccc(F)cc1
-0.42,CCC(C)(C)n1nnnc1C(c1ccc2ncccc2c1)N1CCN(Cc2ccc3c(c2)OCO3)CC1 (stereo not given)
-0.0041,CC(C)(C)NS(=O)(=O)c1ccc(CCC(=O)NCc2ccc3c(c2)OCO3)cc1
-1.2,N#CCC1c2ccccc2CCN1C(=O)Nc1cccc(C(F)(F)F)c1 (stereo not given)
-1.6,O=S(=O)(N1CCOCC1)n1c(Cc2ccccc2)nc2ccccc21
2.6,COc1ccc(-c2nnc(SCC(=O)NC(C)C)n2CC2CCCO2)cc1OC (stereo not given)
0.82,CCOC(=O)CN1NC2(CCCC(C)C2)NC1=S (stereo not given)
0.65,COc1cc(NC(=S)Nc2cccnc2)cc(OC)c1OC
-0.69&-0.89,CN(C)c1ccnc2c[cH-]cc12.[Fe].c1ccc(-[c-]2[c-](-c3ccccc3)[c-](-c3ccccc3)[c-](-c3ccccc3)[c-]2-c2ccccc2)cc1 (stereo not given)
0.94,COc1cc(-n2c(C)nc3cc(C(=O)NCCN4CCOCC4)ccc32)cc(OC)c1OC
0.25,CCCCSc1nc(C)c(CC(=O)O)c(=O)[nH]1
-8.7*,Cc1cc(NC(=O)CCC(=O)N(Cc2cccs2)C(C(=O)NC2CCCC2)c2ccccc2)no1 (stereo not given)
-1.1,COc1ccc([C@@H]2C[C@@H](c3ccccc3)Oc3cc(OC)cc(OC)c32)cc1
0.35,COC(=O)c1cnn2c(C(F)(F)F)cc(-c3ccco3)nc12
-2.5,Cc1ccccc1Nc1nnc(SCc2cc([N+](=O)[O-])cc3c2OCOC3)s1
-0.28,O=C(CN1C(=O)COc2ccccc21)NCCC1=CCCCC1
-1.1,Cc1sc2c(=O)n3c(nc2c1C(=O)NC1CCCCC1)CCCCC3
-0.58,c1ccc(-c2nc(N3CCN(c4ccccc4)CC3)nc(-n3ccnc3)n2)cc1
-0.56,CC(C)CNc1nc(=S)nc(N(C)C)[nH]1
-0.31,COc1cc(-c2nnc(SCC(=O)N3c4ccccc4Sc4ccccc43)o2)cc(OC)c1OC
-1.1,COc1ccc(-n2nnnc2SCC(=O)NC(=O)Nc2ccc3c(c2)OCCO3)cc1
0.18,CC(=O)NCCC(Cc1ccccc1)c1ccco1 (stereo not given)
-2.5,Cc1ccc(-n2nnnc2SCc2nnc(-c3ccccc3Br)o2)c(C)c1
1.8,CCOc1ccc(C(=O)Nc2ccncc2)cc1
0.11,CC(=O)c1cc2c(cc1NC(=O)CN1CCN(c3ccc(F)cc3)CC1)OCO2
1.2,CCOC(=O)c1c(C(C#N)C#N)cc(C)nc1C
1,CCn1cc(Br)c(C(=O)N(C)Cc2ccccc2)n1
-3.2,CCCCSc1nc(C)cc(C)c1S(=O)(=O)c1ccccc1C
-0.29,CCOCCCNC(=O)c1ccc(Br)cc1
-3.4*,CC(C)CC(C(=O)NCC1CCCO1)N(C(=O)Cn1nnc(-c2ccc(F)cc2)n1)c1ccccc1F (stereo not given)
0.17,O=c1[nH]c(=O)n([C@H]2C[C@H](O)[C@@H](CO)O2)cc1F
0.84,Cc1[nH]c2ccc(Br)cc2c(=O)c1CN1CCCCC1
0.1,COc1cc(C(=O)NCc2ccc(-c3nc4ccccc4o3)cc2)cc(OC)c1OC
-1.5,O=C(O)c1ccccc1NCc1ccncc1
0.18,Cn1cccc1C1(C(F)(F)F)NCCNC1=O (stereo not given)

Additional results.
Cav3 T inh,Structure
0.048,Oc1ccc(C[C@@H]2CNC(=S)N2CCCCC2CCCCC2)cc1
0.23,CCOc1ccc(C(=O)Nc2cc(C)on2)cc1OCC
-5.3*,COc1cc(C(=O)Nc2ccc(S(=O)(=O)N3CCc4ccccc43)cc2)cc(OC)c1OC
0.6,CC(C)OCCCNC(=O)c1cccs1
-0.25,CCOC(=O)C1CCCN(C(=O)c2ccc(C)cc2O)C1 (stereo not given)
-0.81,COc1ccc(C(=O)/C=C/Nc2ccc([N+](=O)[O-])cc2C)cc1OC
0.88,COC(=O)[C@H](CCSC)NC(=O)NCc1ccccn1
-0.68,N#Cc1c(C(F)(F)F)cc(C2CC2)[nH]c1=O

19 entries from above, as tab-separated lines:
canonical_smiles	Cav3 T inh
CC(=O)c1cc2c(cc1NC(=O)CN1CCN(c3ccc(F)cc3)CC1)OCO2	0.11
CCOC(=O)c1c(C(C#N)C#N)cc(C)nc1C	1.2
CCn1cc(Br)c(C(=O)N(C)Cc2ccccc2)n1	1
CCCCSc1nc(C)cc(C)c1S(=O)(=O)c1ccccc1C	-3.2
CCOCCCNC(=O)c1ccc(Br)cc1	-0.29
CC(C)CC(C(=O)NCC1CCCO1)N(C(=O)Cn1nnc(-c2ccc(F)cc2)n1)c1ccccc1F (stereo not given)	-3.4*
O=c1[nH]c(=O)n([C@H]2C[C@H](O)[C@@H](CO)O2)cc1F	0.17
Cc1[nH]c2ccc(Br)cc2c(=O)c1CN1CCCCC1	0.84
COc1cc(C(=O)NCc2ccc(-c3nc4ccccc4o3)cc2)cc(OC)c1OC	0.1
O=C(O)c1ccccc1NCc1ccncc1	-1.5
Cn1cccc1C1(C(F)(F)F)NCCNC1=O (stereo not given)	0.18
Oc1ccc(C[C@@H]2CNC(=S)N2CCCCC2CCCCC2)cc1	0.048
CCOc1ccc(C(=O)Nc2cc(C)on2)cc1OCC	0.23
COc1cc(C(=O)Nc2ccc(S(=O)(=O)N3CCc4ccccc43)cc2)cc(OC)c1OC	-5.3*
CC(C)OCCCNC(=O)c1cccs1	0.6
CCOC(=O)C1CCCN(C(=O)c2ccc(C)cc2O)C1 (stereo not given)	-0.25
COc1ccc(C(=O)/C=C/Nc2ccc([N+](=O)[O-])cc2C)cc1OC	-0.81
COC(=O)[C@H](CCSC)NC(=O)NCc1ccccn1	0.88
N#Cc1c(C(F)(F)F)cc(C2CC2)[nH]c1=O	-0.68

New compounds follow
Cav3 T inh,Structure
0.14,O=C(OCN1C(=O)c2ccccc2C1=O)c1cccs1
-4*,CCOC(=O)N1CCC(n2c(SCC(=O)OCc3ccccc3)nc3ccsc3c2=O)CC1
0.043,CCOc1ccccc1-n1c(SCC(N)=O)nnc1-c1cccnc1
-1.8,CCOC(=O)N1CCN(C(c2ccc(C(C)C)cc2)c2sc3nc(C)nn3c2O)CC1 (stereo not given)
-0.62,Cc1nc2ccc(S(=O)(=O)NCC(=O)NCCN3CCCCC3C)cc2s1 (stereo not given)
-0.063,O=C(C1CC(c2ccc(F)cc2)=NO1)N1CCc2ccccc2C1 (stereo not given)
0.56,COCC(=O)NC1CCN(C(=O)Nc2ccc(Br)cc2)CC1
